All columns: NCI-60 one-dose screen, growth in % after 48 h at 10 µM unless noted; 100 = growth as untreated, 0 = no growth, -100 = all killed.
M14: M14 melanoma; actives 6.2% (n = 80,000)
MOLT-4: MOLT-4 leukemia cells; actives 6.9% (n = 80,000); AID 1794779
A549/ATCC: A549/ATCC NSCLC. actives 3.7% (n = 81,000)
RPMI-8226: RPMI-8226 leukemia cells; actives 7.5% (n = 77,000)
HOP-92: HOP-92 NSCLC cells | actives 6.3% (n = 71,000)
EKVX: EKVX NSCLC; actives 3% (n = 71,000); AID 1794765
HOP-62: HOP-62 NSCLC | actives 3.9% (n = 80,000) | AID 1794735
CCRF-CEM: CCRF-CEM leukemia; actives 7% (n = 77,000)
Starred values were filed as active, the others as inactive; . = no result given; & = joins results of further samples; [ ] = remark or other dose. The calls were made as follows: active = growth percent below 10; inactive = the rest.

SMILES	M14	MOLT-4	A549/ATCC	RPMI-8226	HOP-92	EKVX	HOP-62	CCRF-CEM
O=C(c1nc2ccccc2[nH]1)C1C(c2ccc(Cl)cc2)C2CC3CCCC[C@H]3N2[C@@]12C(=O)Nc1cc(Cl)ccc12 (some centres not stated)	34	7.4*	35	17	46	35	69	30
CN1CCC(=C2c3ccccc3C(O)c3ccccc32)CC1 (configuration not stated)	98	98	98	105	.	92	108	119
CCCSc1ccc(NC(=S)Nc2ccc(SCCC)cc2)cc1	92	96	95	294	114	109	103	.
O=C1CSC(=S)N1c1ccc(Br)cc1	81	79	65	65	93	.	97	74
CCN(CC)Cc1cc(-c2cncc(Cl)c2N2CCC3(CCNC3=O)CC2)ccc1O	101	101	96	80	87	91	92	93
O=C1C=C[C@]2(C[C@@H](c3cccc(C(F)(F)F)c3)O[C@@H](c3cccc(C(F)(F)F)c3)O2)O1	45	3.2*	27	-2.8*	-5.7*	81	4.1*	.
CCOC(=O)C(Cc1ccc(O)cc1)NC(C)=O (configuration not stated)	105	121	89	114	.	97	111	124
COc1ccccc1NC(=O)n1c(=O)cc(C)c2ccc(O)cc21	113	103	105	109	89	100	102	107
O=C1/C(=C/c2cc(Cl)cc(Cl)c2)Cc2cc3c(cc21)OCO3	107	107	105	103	88	84	103	99
CCOc1ccc(/C=C2\CCc3ccccc3C2=O)cc1	102	115	103	111	.	96	115	117
CC(C)c1cc(NC(=O)Cc2ccc(F)c(Cl)c2)n(Cc2ccccc2)n1	.	94	99	.	91	91	108	97
O=c1ccc(=O)n(-c2nc(O)c(N=Nc3c(Cl)cccc3Cl)s2)[nH]1	100	104	99	100	98	97	97	102
O=C(Nc1ccccc1C(=O)NCC1CC1)c1cccs1	103	111	102	97	72	.	103	.
O=C1C(Cl)C(c2ccc(Br)cc2)N1n1cnnc1 (configuration not stated)	94	103	89	97	112	96	74	103
C=C1CCC2C3(C)COC(c4ccco4)OC3CCC2(C)C1CC(NCc1ccccc1)C1=CCOC1=O (configuration not stated)	68	48	67	23	.	74	86	87
O=C(CCc1nnc2sc(-c3ccc(O)cc3)nn12)c1nc2ncccc2[nH]1	92	99	104	89	94	91	78	94
CCCCNC(=O)Oc1ccc(/C(=C(/C)Cc2ccc(OC)cc2)c2ccc(OCCN(C)C)cc2)cc1	75	48	69	74	56	83	97	62
Nc1ccc(N=Nc2ccc(/C=C/c3ccc(N=Nc4ccc(N)c5ccccc45)cc3S(=O)(=O)O)c(S(=O)(=O)O)c2)c2ccccc12	93	94	109	.	.	87	93	89
CCOC(=O)C1=C(C)N=C2SC=C(c3ccccc3)N2[C@H]1c1cn[nH]c1-c1ccc(Cl)cc1	48	-7.3*	56	-8.4*	-1.6*	72	63	-20*
CN(C)c1ccc(/C=C(\C#N)c2ccc([N+](=O)[O-])cc2)c(Cl)c1	88	114	96	101	.	95	109	91
O=C(CSc1nc2sc3c(c2c(=O)n1-c1ccc(Cl)cc1)CCCC3)N/N=C/c1ccc(OCc2ccccc2)cc1	94	54	86	100	102	105	104	62
Cc1ccc(C2=C(Br)C(=O)c3nc(C)ccc3C2=O)cc1	47	24	89	54	70	82	43	13
CC(=O)OC[C@H]1O[C@@H](NS(=O)(=O)c2ccc(C)cc2)C(OC(C)=O)[C@@H](OC(C)=O)C1OC(C)=O (some centres not stated)	106	109	83	100	60	95	80	.
Cc1cc(N2CCCC2)nc(NC2CCCC(Nc3ccnc4cc(Cl)ccc34)C2)n1 (configuration not stated)	-84*	-21*	-89*	-56*	-83*	11	-84*	-22*
CN1C(=O)c2c3ccccc3nc3c2c1c(O)c1ccccc13	112	69	98	.	199	.	104	108
(continued)
SMILES	M14	MOLT-4	A549/ATCC	RPMI-8226	HOP-92	EKVX	HOP-62	CCRF-CEM
N#Cc1n[nH]n2c1nc(=O)c1sc3c(c12)CCCC3	96	114	108	100	82	97	95	102
COc1ccc2[nH]c(C(=O)N3CCN(C(=O)OCc4ccc5c(Cl)cc(Cl)c(O)c5n4)CC3)cc2c1	-66*	-6.7*	-68*	-28*	-65*	-77*	-62*	-9.3*
COc1ccc2oc(=O)cc(CN3C(=O)S/C(=C\c4ccc(Cl)cc4)C3=O)c2c1	96	89	98	73	87	93	.	87
COC(=O)/C=C/CC[C@H](N)C(=O)O	100[20 µM]	101[20 µM]	99[20 µM]	104[20 µM]	85[20 µM]	102[20 µM]	94[20 µM]	102[20 µM]
CNC(=O)CSc1nc2ccccc2c(=O)n1-c1ccc(S(=O)(=O)Nc2ccc(Cl)nn2)cc1	.	107	110	111	118	112	106	108
N#Cc1c(-c2ccc(Cl)c(Cl)c2)nc(Nc2nc3ccccc3s2)[nH]c1=O	93	92	105	.	.	.	86	.
Cn1c(=O)c2[nH]c(N/N=C/c3ccccc3)nc2n(C)c1=O	100&106	92&92	95&112	92&109	.	97&99	106&112	88&101
O=C(Cc1csc2nc(-c3ccc(Cl)cc3)cn12)N/N=C/c1ccccc1O	47	10	37	24	.	32	40	20
O=C(CSc1nc2sc3c(c2c(=O)n1-c1ccccc1)CCCCC3)N/N=C/c1ccc(F)cc1	52	67	9.7*	66	83	80	20	46
NCCCS	103	106	102	102	.	110	107	100
Fc1ccc(-n2cc(COc3ncnc4c3cnn4-c3ccccc3)nn2)cc1Cl	101	100	96	.	111	103	103	97
Cc1cc(O)c(/C=N/C(N)=S)c(=O)o1	101	95	110	108	98	104	105	110
COC(=O)C(=O)C1CCc2cc(OC)ccc2C1=O (configuration not stated)	106	108	101	107	88	103	96	134
O=c1c(-c2nc3ccccc3s2)cc2c(n1NS(=O)(=O)c1ccc(Cl)cc1)CCCC2	97	97	99	93	80	84	88	104
NS(=O)(=O)c1ccc(N2N=C(c3ccccc3)CCC2=O)cc1	100	93	94	94	98	130	96	108
CCOC(=O)Cc1cnn(C)c1-n1nnc2ccc(Cl)cc2c1=O	107	100	98	103	92	94	96	99
O=C(O)C(c1ccccc1)C(O)c1ccccc1 (configuration not stated)	104	87	91	101	93	108	101	100
CCCCNc1nnc(-c2cc(-c3cc4ccccc4o3)nn2-c2ccccc2)o1	108	69	82	78	46	99	110	80
COc1ccc(-c2cc(C(=O)N3CCOCC3)on2)cc1OC1CCCC1	101	117	92	103	89	87	107	107
Clc1ncccc1Nc1ccc2nnc(-c3ccncc3)n2n1	99	93	102	99	110	.	102	91
CC1(C)OCC(C2OC3OC(C)(C)OC3C2OS(C)(=O)=O)O1 (configuration not stated)	104	104	104	104	91	.	88	94
O=c1c(O)cccc2cc(O)c(O)c(O)c12	91	45	56	.	.	86	76	33
CCCSc1nc(NCCc2c[nH]c3ccccc23)c(C#N)c(-c2ccc(OC)cc2)n1	63	26	53	24	65	33	64	26
CCCC(=O)OCc1ccc(Cl)cc1	101	114	93	105	113	92	89	102
CC(=O)C(N=Nc1ccccc1)C(C)=O	97	102	94	112	.	.	102	99

A section of the results above, as a working copy:
SMILES	M14	MOLT-4	A549/ATCC	RPMI-8226	HOP-92	EKVX	HOP-62	CCRF-CEM
Fc1ccc(-n2cc(COc3ncnc4c3cnn4-c3ccccc3)nn2)cc1Cl	101	100	96	.	111	103	103	97
Cc1cc(O)c(/C=N/C(N)=S)c(=O)o1	101	95	110	108	98	104	105	110
COC(=O)C(=O)C1CCc2cc(OC)ccc2C1=O (configuration not stated)	106	108	101	107	88	103	96	134
O=c1c(-c2nc3ccccc3s2)cc2c(n1NS(=O)(=O)c1ccc(Cl)cc1)CCCC2	97	97	99	93	80	84	88	104
NS(=O)(=O)c1ccc(N2N=C(c3ccccc3)CCC2=O)cc1	100	93	94	94	98	130	96	108
CCOC(=O)Cc1cnn(C)c1-n1nnc2ccc(Cl)cc2c1=O	107	100	98	103	92	94	96	99
O=C(O)C(c1ccccc1)C(O)c1ccccc1 (configuration not stated)	104	87	91	101	93	108	101	100
CCCCNc1nnc(-c2cc(-c3cc4ccccc4o3)nn2-c2ccccc2)o1	108	69	82	78	46	99	110	80
COc1ccc(-c2cc(C(=O)N3CCOCC3)on2)cc1OC1CCCC1	101	117	92	103	89	87	107	107
Clc1ncccc1Nc1ccc2nnc(-c3ccncc3)n2n1	99	93	102	99	110	.	102	91
CC1(C)OCC(C2OC3OC(C)(C)OC3C2OS(C)(=O)=O)O1 (configuration not stated)	104	104	104	104	91	.	88	94
O=c1c(O)cccc2cc(O)c(O)c(O)c12	91	45	56	.	.	86	76	33
CCCSc1nc(NCCc2c[nH]c3ccccc23)c(C#N)c(-c2ccc(OC)cc2)n1	63	26	53	24	65	33	64	26
CCCC(=O)OCc1ccc(Cl)cc1	101	114	93	105	113	92	89	102
CC(=O)C(N=Nc1ccccc1)C(C)=O	97	102	94	112	.	.	102	99

Additional results.
SMILES	M14	MOLT-4	A549/ATCC	RPMI-8226	HOP-92	EKVX	HOP-62	CCRF-CEM
Cc1cc(=O)[nH]c2c1sc(=O)n2CCC(=O)O	105	99	105	104	113	99	97	102
CCOC(=O)C(CCC(=O)OC)C(=O)OCC	.	122	99	108	104	89	100	97
Brc1ccc(/C=C/c2cc(/C=C/c3ccccc3)nc3ccccc23)cc1	87	71	105	62	94	91	106	93
Cc1nn2c(/C=C3/C(=O)Nc4cc(Cl)ccc43)c(-c3ccccc3)nc2s1	22	13	-29*	-20*	-28*	.	20	-14*
CCOC(=O)c1sc2nc(-c3cccc(OC)c3)nc(N3CCOCC3)c2c1C	120	93	84	88	80	88	110	98
ClCCn1cnc2c(SCc3ccccc3)ncnc21	72	46	40	51	64	77	67	63
CCN(CC)CCOC(=O)C(c1ccccc1)C1CCCCC1 (configuration not stated)	99&107	91&80	110&99	111&100	110&75	97&76	90&95	107&97
CCCC(OC(=O)CC)c1ccc(Cl)cc1 (configuration not stated)	107	72	104	101	78	121	110	97
CS(=O)(=O)c1ncnc2nc[nH]c12	100	106	118	.	.	116	95	77
CCCCS(=O)(=O)NC(=S)Nc1ccccc1	104	96	100	111	88	105	.	109
CCOC(=O)C1=C(C(=O)OCC)c2ccc(OC)c(OC)c2C1	134	.	103	86	87	105	102	91
CN1CC(c2nc3ccccc3s2)CC1=O (configuration not stated)	106	103	100	102	94	.	96	111
FC(F)(F)c1ccc(-c2cnc(-n3cc(COCCN4CCCCC4)nn3)nc2NC2CCCCCC2)cc1	-88*	-24*	11	-29*	.	.	52	-5.9*
NC1CONC1=O (configuration not stated)	93	105	90	105	103	100	123	60
CCCCC(CC)CCC(C)OC(=O)c1ccc(Cl)cc1 (configuration not stated)	104	109	116	106	90	103	122	100
CCCCC1(C(OC)OC)NC(=O)N(C)C1=O (configuration not stated)	103	.	91	139	.	93	.	.
C=C1C(=O)O[C@H]2[C@H]1CC/C(Cn1cc(CNCCc3c[nH]c4ccccc34)nn1)=C\CC[C@@]1(C)O[C@@H]21	84	78	96	76	62	97	86	16
CN1CC(c2ccc(Cl)cc2)C(C(=O)c2ccc(Br)cc2)C12C(=O)Nc1ccccc12 (configuration not stated)	85	74	73	75	87	78	78	88
Cc1cc(N=NC(=N)N)c(C(C)C)cc1NN=C(N)N	80	94	99	100	109	101	.	99
c1ccc2nc3c(cc2c1)sc1ncccc13	98	92	101	96	93	75	89	97
O=C1/C(=C/c2ccc(Br)cc2)Oc2ccc(O)c(-c3ccccc3)c21	84	72	85	86	108	102	100	111
Brc1ccc(-c2nnc3ccc(N/N=C/c4ccccc4)nn23)cc1	110	95	87	106	94	82	93	91
COc1cccc(COc2ccc(/C=C3\C(=O)Nc4ccc(Cl)cc43)cc2)c1	106	93	89	98	91	92	104	95
CC(=O)Nc1cc(C(C)C)c([N+](=O)[O-])cc1C	77	75	99	59	50	87	97	76
CCCCNC(=O)N/C=C(/C#N)C(=O)O	96	112	89	102	98	94	98	108
The results go on.
SMILES	M14	MOLT-4	A549/ATCC	RPMI-8226	HOP-92	EKVX	HOP-62	CCRF-CEM
CCCCOc1ccc(S(=O)(=O)N2CCN(c3nc4ccccc4c(=O)[nH]3)CC2)cc1	105	86	97	102	111	99	99	93
C[n+]1c(-c2ccccc2)c2cc(N)ccc2c2ccccc21	74	34	44	18	55	27	64	51
CCOC(=O)/C(C#N)=C/Nc1cc(C(=O)OCC)cc2c(OC)c(OC)ccc12	93	115	81	113	.	101	115	120
CCOC(=O)C1=C(C)NC(=O)NC1c1ccc(OCc2cn(-c3ccc(S(N)(=O)=O)cc3)nn2)cc1 (configuration not stated)	103	105	99	111	86	110	100	95
O=C(NCCNc1cc(-c2cn(-c3ccccc3)nc2-c2cccc(O)c2)ccn1)Nc1ccccc1	72	.	53	60	54	71	64	79
COc1ccc(C/C(C)=C(\c2ccc(OCCN3CCOCC3)cc2)c2ccc(OC(=O)C3CCCCC3)cc2)cc1	97	89	85	95	87	104	113	93
CC1C(=O)NN=C1c1ccc([N+](=O)[O-])cc1 (configuration not stated)	104	96	107	103	.	101	105	100
COc1ccc(C(c2ccccc2)c2ccc(OC)cc2)cc1	97	103	100	100	99	94	99	117
CCOC(=O)CC(=N)C(C#N)C(=O)OCC (configuration not stated)	110	97	93	100	90	.	96	93
O=C(O)c1cccc2nc3c(C(=O)O)cccc3nc12	100	104	84	103	109	92	86	116
COC(=O)C(Cc1ccccc1)N1CC(=O)N2[C@@H](c3ccccc3)SC[C@H]2C1=O (some centres not stated)	100	88	98	99	.	107	110	98
CCc1cc2ccccc2oc1=O	107	107	99	110	.	.	100	103
C[C@@H](CO)[C@@H]1CC[C@]2(C(=O)N3CCN(C)CC3)CC[C@]3(C)[C@H](CC[C@@H]4[C@@]5(C)CC[C@H](O)C(C)(C)[C@@H]5CC[C@]43C)[C@@H]12	101	39	89	38	48	88	116	-5.4*
Cc1cc(C)c(O)c(Cc2cc(Cl)cc(Cc3cc(C)cc(C)c3O)c2O)c1	115	89	97	95	101	98	96	102
CCN(CC)c1ccc2cc(C(Nc3ccc(Cl)cc3)c3nnnn3C(C)(C)C)c(=O)oc2c1 (configuration not stated)	98	63	78	88	77	81	99	93
